Screening data deposited in PubChem BioAssay by several laboratories.
PMI inhibitors – inhibitors of human PMI, primary screen, biochemical, fluorescence intensity, coupled assay (AID 1209); 0.42% of 190,000 active; Mannose-6-phosphate isomerase (Homo sapiens); purified PMI enzyme, coupled fluorescence intensity; higher % means a stronger effect; inhibition, % at 20 µM, or IC50 in µM where a hit was titrated;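 also: plate controls were DMSO vehicle for no effect and wells lacking substrate for full effect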
CSM14.1 death rescue – rescue of cells from ER stress-induced death, primary screen, 384-well, CSM14.1, thapsigargin, ATP luminescence (AID 1222); cellular ATP content (survival), % at 20 µM, or EC50 in µM where a hit was titrated; CSM14.1 thapsigargin-induced death rescue, ATP luminescence; higher % means a stronger effect; 190,000 tested, under 10 active;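 active = EC50 below 50 µM in the dose-response confirmation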;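 also: death triggered by thapsigargin at about 15 µM added after 2 h compound pretreatment; cell ATP read after overnight thapsigargin exposure of roughly 18 to 22 hours; normalized against plate controls of thapsigargin alone and 5% DMSO vehicle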
RSV CPE inhibition – RSV antiviral activity via CPE protection, HEp-2 cells, primary 10 µM value included (AID 2391). HEp-2 cells, RSV-induced CPE inhibition; higher % means a stronger effect. one-dose CPE inhibition, % at 10 µM; IC50 in µM for titrated hits. 0.13% of 310,000 active; in the data active = a potency from the dose series; also: strong numbers were not always called active
West Nile virus CPE – West Nile virus antiviral activity, cell-based, CPE readout (AID 1621); West Nile virus-infected cells, CPE inhibition; higher % means a stronger effect; CPE inhibition, % at 10 µM; hits with a dose series show IC50 in µM; 0.02% of 290,000 active; in the data active = a potency from the dose series; also: strong numbers were not always called active
human PMI inhibitors – human PMI inhibitors, high substrate, primary screen, biochemical, fluorescence intensity, high mannose 6-phosphate (AID 1220). 0.66% of 190,000 active. Mannose-6-phosphate isomerase (Homo sapiens). recombinant PMI enzyme, coupled fluorescence intensity; higher % means a stronger effect. one-dose inhibition, % at 20 µM; IC50 in µM for titrated hits
Salmonella PhoP GFP – inhibitors of PhoP regulon expression, primary screen, Salmonella Typhimurium, GFP reporter (AID 1863); S. Typhimurium PhoP-regulated promoter GFP reporter, 4 h; higher % means a stronger effect; one-dose inhibition, % at 50 µM; IC50 in µM for titrated hits; 0.16% of 300,000 active;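 active = inhibition over 29.93%, a cutoff 3 SD above the screen mean, later confirmed by dose response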;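 also: 0% = low Mg2+ inducing control and 100% = high Mg2+ repressing control; strong numbers were not always called active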
Large T inhibition – SV40 large T antigen inhibitors, biochemical (AID 1903); SV40 large T antigen ATPase/helicase inhibition assay; higher % means a stronger effect; inhibition, % at 20 µM; hits with a dose series show IC50 in µM; 0.39% of 310,000 active; in the data active = a potency from the dose series; also: strong numbers were not always called active
Ins promoter up – insulin promoter activators in MIN6 cells, imaging, high-content screening, mouse beta cells. MIN6 insulin promoter-GFP reporter; hits give high values. z-score at 5 µM. 0.3% of 190,000 active. AID 1625, 2009;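 active = z-score above 3 at 5 µM with at least 500 cells counted in the well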
TNAP activators – human TNAP enzyme activators, primary screen, biochemical, luminescent, no phosphate acceptor, uHTS (AID 1001); Alkaline phosphatase, tissue-nonspecific isozyme (Homo sapiens); 0.03% of 200,000 active; activation fold at 20 µM; hits with a dose series show EC50 in µM; purified TNAP, luminescent activation assay, no phosphate acceptor; higher activation fold means a stronger effect; in the data active = activation fold from about 3, or a potency from the dose series; inactive = the rest, 99 in 100 with activation fold below about 1.6; also: many of its hits are not listed in these tables
Ins promoter up cell count – also measured in Ins promoter up; calls as there; cell count; measured here: cytotoxicity, nuclei count;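 total cells summed across four imaged fields per well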
* hit, by the source's call; x = not tested or not shown. Rule as the data show it, unless noted: active = inhibition above about 50%; inactive = the rest.

Results follow in this order: PMI inhibitors, CSM14.1 death rescue, RSV CPE inhibition, West Nile virus CPE, human PMI inhibitors, Salmonella PhoP GFP, Large T inhibition, Ins promoter up, Ins promoter up cell count, TNAP activators
[1] CSCC[C@H](NC(=O)CCCn1nnc2ccccc2c1=O)C(=O)O
 : x, x, -0.2%, 0.5%, x, -4%, 8%, -0.26, 975, x
[2] Cc1cccc(N2N=C(C(=O)O)CCC2=O)c1
 : x, x, 0.8%, -0.1%, x, -5%, 4%, x, x, x
[3] O=C(N/N=C/c1cn(-c2ccccc2)nc1-c1cc2ccccc2o1)c1c[nH]c2ccccc12
 : 4%, -1.7%, 21%, -0.6%, 8%, -3%, 3%, -1.3, 1065, 1.1
[4] CCOC(=O)c1cc(S(=O)(=O)N2CC(C)CC(C)C2)cn1C (centres undefined)
 : x, x, 1.1%, 0.1%, x, -8%, 15%, x, x, x
[5] Cc1cc(=O)c(C(=O)O)nn1-c1ccc(Cl)cc1
 : x, x, 0.8%, 0.2%, x, -10%, 4%, 0.68, 964, x
[6] COc1cc(C(=O)NCCC2=CCCCC2)ccc1OC1CCN(C(C)=O)CC1
 : x, x, 0.8%, -0.6%, x, 2%, 2%, x, x, x
[7] Cc1c(F)cccc1NS(=O)(=O)c1ccc(OCCNS(C)(=O)=O)cc1
 : 11%, -7.7%, 13%, -0.9%, 13%, -2%, -1%, 1, 1074, 1
[8] Cc1csc2ncc(C(=O)NCc3ccco3)c(=O)n12
 : -8%, 0.4%, 1.7%, -0.6%, -4%, 1%, 9%, 0.06, 1142, 1
[9] COc1ccccc1CCNC(=O)CCn1c(=O)c2cccn2c2ccc(F)cc21
 : x, x, 4.2%, 0.0%, x, 2%, 6%, x, x, x
[10] CN(C)S(=O)(=O)c1ccc2oc(SCC(=O)NCC(F)(F)F)nc2c1
 : 0%, -0.9%, 1.0%, 0.3%, -3%, -10%, 1%, -0.33, 1067, 1.1
[11] Cc1cc(N)ccc1-c1cc2ccccc2oc1=O
 : x, x, 1.4%, 0.2%, x, -7%, 14%, x, x, x
[12] CC(C)c1nc(Cl)c(C#N)c2c1COC(C)(C)C2
 : x, x, 16%, -0.1%, x, -2%, 8%, -1.6, 1495, x
[13] CCSc1nc2ccccc2n1CCC(=O)O
 : 16%, 1.6%, 0.1%, 1.2%, 14%, -20%, -4%, x, x, 1.1
[14] CO/N=C/Cc1c([N+](=O)[O-])c(C)nn1C
 : 3%, -0.5%, -0.4%, 0.2%, 3%, -1%, 0%, 0.02, 1545, 1.1
[15] CCNC(=O)/C(C#N)=C/c1c(N2CCN(c3ccc(OC)cc3)CC2)nc2c(C)cccn2c1=O
 : x, x, 12%, -0.4%, x, -2%, 35%, x, x, x

Results follow in this order: PMI inhibitors, CSM14.1 death rescue, RSV CPE inhibition, West Nile virus CPE, human PMI inhibitors, Salmonella PhoP GFP, Large T inhibition, Ins promoter up, Ins promoter up cell count, TNAP activators
[16] COc1ccccc1OCC(=O)n1cc(C(=O)c2cc(Cl)cc(Cl)c2O)cn1
 : -10%, -1.4%, 12%, 0.1%, -1%, 21%, 2%, 0.36, 1286, 1.1
[17] CCOc1ccccc1CNn1nnnc1N
 : 10%, -2.0%, 0.7%, 0.4%, 14%, -2%, -3%, x, x, 1.1
[18] O=C(N/N=C1/C(=O)c2cccc3cccc1c23)c1ccc(Cl)cc1
 : 13%, 3.3%, -2.2%, -0.4%, 8%, -6%, 23%, 1.1, 864, 0.9
[19] N/C(=N\OC(=O)c1ccc(Cl)cc1)c1nonc1N
 : 4%, 0.2%, -1.2%, -0.5%, 5%, 13%, 2%, 0.54, 1823, 1.1
[20] CC(=O)c1cn(CC(=O)Nc2ccc(C)cc2C)c2ccccc12
 : 0%, -2.6%, 0.4%, -0.5%, 0%, 5%, 17%, -0.57, 811, 1.1
[21] Cc1cccc(-c2noc(CN(C(=O)c3ccc(Br)o3)C(C)C)n2)c1
 : 18%, -1.2%, 10%, -0.5%, 18%, 1%, 0%, x, x, 1.1
[22] CN(C(=O)c1ccc(OC2CCN(C(=O)c3cccnc3)CC2)cc1)C1CCCCC1
 : -7%, -0.4%, 3.5%, -1.4%, -10%, 3%, 20%, 0.16, 1458, 1.1
[23] O=C(NCc1ccncc1)C12CC3CC(CC(C3)C1)C2
 : 2%, -0.9%, -0.1%, -0.2%, -1%, 1%, 10%, 0.01, 1005, 1.1
[24] CC(C)OC(=O)CSc1nc(N)c(C#N)cc1C#N
 : -1%, 1.2%, 0.0%, -0.8%, -7%, -1%, 5%, -0.94, 1569, 1.1
[25] O=C(NCCCC1CCCC1)C1CCC(=O)N(Cc2ccc(Cl)cc2)C1 (centres undefined)
 : x, x, 13%, -0.4%, x, -1%, 13%, x, x, x
[26] CCOC(=O)N1CCN(C(=O)C(C)(C)Oc2ccc(Cl)cc2)CC1
 : -2%, 3.4%, 2.2%, -0.6%, 4%, 4%, -3%, -0.14, 1095, 1.1
[27] CC(C)(C)C(=O)COC(=O)c1ccc(N)c([N+](=O)[O-])c1
 : 5%, x, 1.7%, -0.3%, -1%, -2%, 10%, -0.17, 1295, 1.1
[28] NC1=NC(=Nc2ccc(Br)cc2)c2ccccc21
 : -7%, -1.7%, 0.4%, -0.7%, -5%, 41%, 21%, 0.34, 1322, 1
[29] COc1ccc2nc(Cl)c(C#N)cc2c1
 : 3%, -0.9%, 4.0%, -1.1%, 0%, -1%, 4%, x, x, 1.1
[30] CCOC(=O)C1=C(C)N=c2s/c(=C/c3ccc(OCC(=O)O)cc3)c(=O)n2C1c1cc(OC)c(OC)c(OC)c1 (centres undefined)
 : x, x, -0.1%, -0.9%, x, -10%, 8%, x, x, x

Results follow in this order: PMI inhibitors, CSM14.1 death rescue, RSV CPE inhibition, West Nile virus CPE, human PMI inhibitors, Salmonella PhoP GFP, Large T inhibition, Ins promoter up, Ins promoter up cell count, TNAP activators
[31] CN(C)S(=O)(=O)c1ccc(NC(=O)COC(=O)C2COc3ccccc3O2)cc1 (centres undefined)
 : -1%, 1.0%, -0.3%, 0.2%, -1%, 2%, 32%, -0.89, 1661, 1.1
[32] CCN(C(=O)COC(=O)/C=C/c1cnc2ccccc2n1)C1CCS(=O)(=O)C1 (centres undefined)
 : -13%, -1.4%, 0.3%, 0.0%, -6%, -3%, 3%, 1.5, 1068, 1
[33] O=C(Nc1nn(Cc2ccccc2F)cc1Br)c1cccs1
 : 2%, -2.0%, 0.6%, -1.8%, 0%, 8%, -1%, 0.46, 1207, 1.1
[34] O=C(Nc1ccc(COc2ccccc2)cc1)Oc1ccccc1N1CCOCC1
 : x, x, x, -0.4%, x, 5%, 16%, 0.04, 1484, x
[35] CCn1c(SCc2ccc(C(=O)Nc3nccs3)cc2)nnc1-c1ccc(N)cc1
 : 10%, -3.0%, -0.7%, 0.2%, 8%, -4%, -6%, 0.88, 797, 1.1
[36] COc1ccc(NC2CCCN(C(=O)CCc3cn[nH]c3)C2)cc1 (centres undefined)
 : x, x, 0.0%, -0.3%, x, 6%, 38%, x, x, x
[37] CCCCC(=O)Nc1cc(C)c(NC(=O)c2cccs2)cn1
 : x, 1.6%, -1.0%, -0.4%, x, -8%, 21%, 0.56, 1574, 1.1
[38] COc1ccccc1CNC(=O)C1CCN(c2ncnc3c2nc2n3CCCCC2)CC1
 : x, x, 2.0%, -0.1%, x, -10%, 10%, x, x, x
[39] O=C(CSc1ccccn1)NCc1ccc2c(c1)OCO2
 : 10%, 0.0%, 1.4%, -0.5%, 14%, -3%, 11%, 0.48, 1420, 1.1
[40] Cc1ccc(NC(=O)CCC(=O)NNC(=O)c2cccc([N+](=O)[O-])c2)cc1C
 : 7%, -2.8%, -0.1%, -0.5%, 12%, 2%, 5%, -0.3, 1916, 1.4
[41] O=C(COc1ccc(Cl)cc1Cl)NC(=O)N1CCCCC1
 : 9%, -3.7%, 1.7%, -0.9%, 6%, 2%, 6%, 0.46, 1257, 1.1
[42] COc1ccc(-c2noc(CCCC(=O)Nc3ccc(C(N)=O)cc3)n2)cc1OC
 : x, x, x, 0.5%, x, -3%, 5%, 0.67, 1395, x
[43] CCOC(=O)C(NC(=O)c1ccc(OC)cc1)(OCC1(CC)COC1)C(F)(F)F (centres undefined)
 : -5%, 0.6%, 0.5%, -0.1%, -8%, -4%, 15%, 0.73, 1216, 1.1
[44] O=C(Nc1ccccc1)N1CCCN(Cc2ccccc2F)C1
 : 0%, 1.7%, -0.2%, 1.0%, 11%, 19%, 9%, -0.27, 1586, 1
[45] COCC1CCN(Cc2c(C(=O)N3CCN(C4CCCCC4)CC3)nc3ccccn23)C1 (centres undefined)
 : x, x, 9.7%, -0.3%, x, -7%, 0%, x, x, x
[46] O=C(C1=C(O)C(=O)N(CC2CCCO2)C1c1ccccc1[N+](=O)[O-])c1ccco1 (centres undefined)
 : x, x, 0.7%, -0.2%, x, 3%, 17%, x, x, x
[47] Cc1ccc(CNC(=O)COC(=O)c2cncc(Br)c2)cc1
 : -9%, -1.2%, 3.3%, 1.2%, -5%, 1%, 15%, 0.61, 1236, 1.1
[48] COc1ccc(C(=O)NCC(=O)OCC(=O)N2CCC(C)CC2)cc1OC
 : 2%, -0.6%, -0.5%, -0.3%, 3%, -11%, 7%, 0.36, 1236, 1.1

By substructure: the compounds so far with a Cl atom.
Results follow in this order: PMI inhibitors, CSM14.1 death rescue, RSV CPE inhibition, West Nile virus CPE, human PMI inhibitors, Salmonella PhoP GFP, Large T inhibition, Ins promoter up, Ins promoter up cell count, TNAP activators
[5] Cc1cc(=O)c(C(=O)O)nn1-c1ccc(Cl)cc1
 : x, x, 0.8%, 0.2%, x, -10%, 4%, 0.68, 964, x
[12] CC(C)c1nc(Cl)c(C#N)c2c1COC(C)(C)C2
 : x, x, 16%, -0.1%, x, -2%, 8%, -1.6, 1495, x
[16] COc1ccccc1OCC(=O)n1cc(C(=O)c2cc(Cl)cc(Cl)c2O)cn1
 : -10%, -1.4%, 12%, 0.1%, -1%, 21%, 2%, 0.36, 1286, 1.1
[18] O=C(N/N=C1/C(=O)c2cccc3cccc1c23)c1ccc(Cl)cc1
 : 13%, 3.3%, -2.2%, -0.4%, 8%, -6%, 23%, 1.1, 864, 0.9
[19] N/C(=N\OC(=O)c1ccc(Cl)cc1)c1nonc1N
 : 4%, 0.2%, -1.2%, -0.5%, 5%, 13%, 2%, 0.54, 1823, 1.1
[25] O=C(NCCCC1CCCC1)C1CCC(=O)N(Cc2ccc(Cl)cc2)C1 (centres undefined)
 : x, x, 13%, -0.4%, x, -1%, 13%, x, x, x
[26] CCOC(=O)N1CCN(C(=O)C(C)(C)Oc2ccc(Cl)cc2)CC1
 : -2%, 3.4%, 2.2%, -0.6%, 4%, 4%, -3%, -0.14, 1095, 1.1
[29] COc1ccc2nc(Cl)c(C#N)cc2c1
 : 3%, -0.9%, 4.0%, -1.1%, 0%, -1%, 4%, x, x, 1.1
[41] O=C(COc1ccc(Cl)cc1Cl)NC(=O)N1CCCCC1
 : 9%, -3.7%, 1.7%, -0.9%, 6%, 2%, 6%, 0.46, 1257, 1.1
